# ERG-DNA inh: ERG Ets/DNA interaction inhibition. P11308. fluorescence polarization, His-ERG Ets domain / labelled DNA. Potency, µM (top dose mostly 76.9 µM), inactives show at the highest dose FP activity, negative = inhibition, usual class: inhibitors. 0.028% of 370,000 active; active = well fitted inhibition curve with a large enough effect in the polarisation, with a control signal flat; inconclusive = small, poorly fitted or top-dose-only effect, or effect the other way, or a change in a side signal; inactive = no such curve, though single readings can be large or run the other way; the % refers to the polarisation;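 also: polarization taken with two DNA probes labelled with fluorescein and Texas red; potency is read from the fitted curve at half-maximal effect; % of control where 0% means no effect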
#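 His-tagged ERG Ets domain (1 uM in the protein solution; 300mM KCl, 50mM Tris-HCl, 1mM EDTA, 1mM DTT, pH 7.5) received compound, then a probe mix of 5 nM fluorescein-DNA and 100nM Texas-615-DNA. Fluorescence polarization was read for both dyes.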
# RGS4 inhibitor: human RGS4 inhibition; P49798; 0.039% of 390,000 active; AID 504845; Potency, µM (doses to about 114 µM), for the others: top-dose activity change, negative = inhibition, hits mostly inhibitors; Transcreener GDP fluorescence polarization, RGS4-accelerated GTP hydrolysis; also: potency is read from the fitted curve at half-maximal effect; % is scaled to controls: 0 for no effect and ±100 for the full control effect; nearly all actives have a fitted effect of over 75% in size; some results filed as inactive show a strong effect at the top dose
#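 MLSMR compounds (23 nl, pin-transferred) preincubated 10 min at room temperature with a 500nM (2x) first reagent, then RGS4 at 900nM (2x) plus Transcreener GDP mix added; fluorescence polarization (620/688 nm) read before and after 90 min at 30 °C.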
# Vif-A3G inh: inhibitors of Vif-APOBEC3G interaction | Q9HC16 | HeLa A3G-eYFP + Vif (tagged APOBEC3G with the HIV-1 protein that degrades it), YFP fluorescence, overnight | Potency, µM (top dose mostly 46.1 µM), for inactives: top-dose activity, negative = active, usual class: inhibitors | 0.076% of 410,000 active;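 also: potency is read from the fitted curve at half-maximal effect; % is scaled to controls: 0 for no effect and ±100 for the full control effect; nearly all actives have a fitted effect of over 60% in size; hits raise eYFP signal because A3G escapes Vif-driven loss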
# Target sequence (Q9HC16 whole entry, looked up): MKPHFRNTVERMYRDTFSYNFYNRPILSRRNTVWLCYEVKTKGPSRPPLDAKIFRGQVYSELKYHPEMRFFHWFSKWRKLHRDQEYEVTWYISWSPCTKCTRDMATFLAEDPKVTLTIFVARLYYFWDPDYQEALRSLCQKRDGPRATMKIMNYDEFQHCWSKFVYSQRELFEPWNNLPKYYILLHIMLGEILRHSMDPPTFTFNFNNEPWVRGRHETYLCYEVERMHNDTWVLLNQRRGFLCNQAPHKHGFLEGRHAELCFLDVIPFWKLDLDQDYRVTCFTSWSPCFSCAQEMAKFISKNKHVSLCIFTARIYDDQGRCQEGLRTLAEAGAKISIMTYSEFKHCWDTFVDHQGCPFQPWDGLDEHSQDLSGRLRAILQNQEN
#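 Read-out is eYFP fluorescence (Ex 488/Em 500-530) from Vif-expressing HeLa A3G-eYFP cells; more signal means A3G escaped Vif-mediated degradation. Cells plated overnight, compound pinned in, incubated overnight at 37 deg C.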
# Vif-A3F inh: blocks the Vif interaction with APOBEC3F; 0.2% of 390,000 active; Potency, µM (series often up to 46.1 µM), for inactives: at the top dose activity, negative = active; HeLa A3F-eYFP + Vif (tagged APOBEC3F with the HIV-1 protein that degrades it), YFP fluorescence increase; also: potency is read from the fitted curve at half-maximal effect; % of control where 0% means no effect; nearly all actives have a fitted effect of over 65% in size
#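 HeLa cells stably expressing Vif plus C-terminally eYFP-tagged A3F were seeded, incubated overnight at 37 deg C, dosed with compound, incubated overnight again at 37 deg C. Yellow fluorescence (Ex 488/Em 500-530) reported blocked Vif-mediated A3F-eYFP degradation.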
# GRP78 ERSR act: induces the endoplasmic reticulum stress response in human glioma cells | AID 602332 | Potency, µM, for inactives: top-dose activation, most hits filed as activators | 0.02% of 420,000 active | U87-MG GRP78 promoter luciferase reporter, 16 h; also: potency is read from the fitted curve at half-maximal effect; series mostly up to about 76 µM; % of control where 0% means no effect; nearly all actives have a fitted effect of over 35% in size
#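 ERSR induction read as luciferase luminescence (Bright-Glo, 10 min at room temperature) in stably transfected human U87-MG glioma cells exposed to compounds for 16 h, using GRP78 as sensor.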
# ALOX12 inh: inhibitors of human 12S-lipoxygenase ALOX12; AID 1671190; Potency, µM (top dose mostly 108 µM), without a hit: top-dose activity change, negative = inhibition, most hits filed as inhibitors; purified 12hLO, xylenol orange hydroperoxide absorbance; 1.1% of 580,000 active; P18054; also: potency is read from the fitted curve at half-maximal effect; % is scaled to controls: 0 for no effect and ±100 for the full control effect
# Target sequence (P18054 whole entry, looked up): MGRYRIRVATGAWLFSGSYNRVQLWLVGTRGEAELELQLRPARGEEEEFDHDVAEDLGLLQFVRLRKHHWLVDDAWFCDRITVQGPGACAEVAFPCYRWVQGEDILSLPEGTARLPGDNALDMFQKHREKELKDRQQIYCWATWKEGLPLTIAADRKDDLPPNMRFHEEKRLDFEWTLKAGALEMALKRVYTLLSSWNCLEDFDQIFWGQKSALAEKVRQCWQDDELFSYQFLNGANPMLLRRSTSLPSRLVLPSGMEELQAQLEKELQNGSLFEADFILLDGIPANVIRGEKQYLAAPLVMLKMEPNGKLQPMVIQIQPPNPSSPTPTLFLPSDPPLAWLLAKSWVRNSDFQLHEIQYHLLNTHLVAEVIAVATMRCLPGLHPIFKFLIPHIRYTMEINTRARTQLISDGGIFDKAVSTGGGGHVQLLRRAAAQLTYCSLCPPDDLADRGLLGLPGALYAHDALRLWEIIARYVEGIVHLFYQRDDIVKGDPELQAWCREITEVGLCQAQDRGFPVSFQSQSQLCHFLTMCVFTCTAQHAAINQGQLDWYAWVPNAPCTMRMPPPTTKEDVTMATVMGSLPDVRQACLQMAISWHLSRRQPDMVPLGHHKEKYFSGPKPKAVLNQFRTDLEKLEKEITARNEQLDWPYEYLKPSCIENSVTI
#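 Hydroperoxide product was detected by ferrous iron/xylenol orange as the 573 to 405 nm absorbance ratio. Arachidonic acid at 40 uM (final) was turned over for 30 min at room temperature by 150 nM human 12hLO, pH 7.0 Hepes buffer, after 15 min compound preincubation.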
# D2 agonist: D2 dopamine receptor (human) agonism | P14416 | HEK293 T-REx D2 cells, calcium flux agonist mode | activation, % at 2 µM | 0.53% of 340,000 active;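 active = activation over 3 SD above normal in the single-dose calcium agonist read, cut at about 30% in these data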; also: 0% is about no effect
#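 HEK293 Trex D2 cells, tetracycline-induced, o/n 30 C 5% CO2; no-wash Ca dye, RT 30–90 min; 10-cycle baseline, 23 nl cpd added, kinetic Ca read 180 s; agonist hits = positive Ca response.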
# D2 antagonist: D2 dopamine receptor (human) antagonism | P14416 | HEK293 TREx D2 cells, calcium flux, dopamine EC80 | inhibition, % at 10 µM | 2% of 340,000 active; in the data active = inhibition above about 30%; also: 0% is about no effect
#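 Tetracycline-induced HEK293 T-REx cells expressing D2 force-coupled to calcium signalling were dye-loaded, exposed to compound for 180 s, then challenged with an EC80 of dopamine; calcium flux was followed kinetically for a further 180 s.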
# LDHA inh: inhibitors of human lactate dehydrogenase A | activity change, % (values are at about 110 or 230 µM) | 0.15% of 480,000 active | P00338 | purified LDHA, NADH/diaphorase-resazurin fluorescence; hits give low values; in the data active = activity change below about -30%; inconclusive = mostly about -25% to -30%;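 also: plate controls were DMSO wells for no effect and wells without enzyme for full effect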
#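 LDH5 2 nM; NADH 0.06 mM, pyruvate 0.2 mM; 200 mM Tris pH 7.4, EDTA, Tween-20; 5 min RT. Detection: diaphorase 0.133 mg/mL + resazurin 37 µM, fluorescence ex540/em590 at 0 and 20 min; normalized to enzyme-free and DMSO wells.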
# An asterisk follows results filed as active; ? = inconclusive; . = not tested or not shown; & = joins results of further samples; [ ] = remark or other dose. Unless noted, calls follow the shape of the dose curve; as a rule, active = well fitted curve in the direction sought with a large enough effect; inconclusive = small, poorly fitted or top-dose-only effect, or another doubt; inactive = no such curve, though single readings can be large; an effect the other way counts as inactive or inconclusive. The list is partial, so the mix of outcomes need not match the whole.
1: CC1CN(C(=S)NC(=O)c2ccco2)CC(C)O1 (centres undefined)
2: CCC(c1nnc(SCC(=O)Nc2ccc(NC(C)=O)cc2)n1Cc1ccccc1)N(C)C (centres undefined)
3: CCCCCn1c(NCc2ccc(OC)cc2)nc2ccccc21
4: COc1cccc(C(O)c2nc(-c3cccc(C(C)C)c3)cs2)c1 (centres undefined)
5: Brc1ccc2nc(CSc3ncn[nH]3)cn2c1
6: CC(=O)c1ccc(N2CCN(C(=O)c3cc(-c4ccncc4)nc4ccc(Cl)cc34)CC2)cc1
7: CCN(CC)CCCNC(=O)C1CCCN(c2nnc(N3CCCC3=O)s2)C1 (centres undefined)
8: O=C(O)c1ccc(/C=N/Nc2nc3ccccc3[nH]2)cc1
compound no.	1	2	3	4	5	6	7	8
ERG-DNA inh	.	-8%	0%	.	-5%	12%	2%	4%
RGS4 inhibitor	-13%	5%	16%	.	22%	-4%	11%	9%
Vif-A3G inh	-4%	0%	5%	-8%	6%	-3%	2%	1%
Vif-A3F inh	-11%	8%	-4%	.	-1%	-15%	6%	-17%
GRP78 ERSR act	-5%	-1%	-3%	-3%	0%	-2%	-6%	-3%
ALOX12 inh	-21%	12%	-28%	?	0%	65%[activator]	?	-8%
D2 agonist	1.0	-0.1	-0.2	.	0.5	1.4	0.9	0.1
D2 antagonist	6	12	.	.	-13	19	0	5
LDHA inh	-2	-4	2	-3	-6	2	-2	-18

9: CC1CN(C(=O)COC(=O)/C=C/c2ccccc2)CC(C)O1 (centres undefined)
10: COc1cc(Cl)c(S(=O)(=O)NCCCN2CCOCC2)cc1Cl
11: COc1ccc(OC)c(S(=O)(=O)N2C(C)CCCC2C)c1 (centres undefined)
12: CC(C)Nc1nc(NC(C)C)nc(N(C#N)CCOc2ccc(Cl)cc2Cl)n1
13: Cc1ccc(Cn2nc(C)c3cc(C(=O)OCC(N)=O)sc32)cc1
14: Cc1ccc(S(=O)(=O)N2[C@@H](c3ccc(C(C)(C)C)cc3)C(C(=O)O)=CC[C@H]2c2ccc3c(c2)OCO3)cc1
15: O=C(NCc1cccs1)c1csc(COCCO)n1
16: O=C(CN1C(=O)c2ccccc2C1=O)NCC(=O)OCC(=O)c1cccc([N+](=O)[O-])c1
compound no.	9	10	11	12	13	14	15	16
ERG-DNA inh	.	-23%	-4%	-1%	7%	-2%	.	13%
RGS4 inhibitor	.	31%	-1%	-3%	7%	9%	.	-10%
Vif-A3G inh	-1%	-3%	1%	1%	0%	-4%	-2%	1%
Vif-A3F inh	0%	-12%	.	3%	-2%	-5%	.	9%
GRP78 ERSR act	-2%	?	-4%	-2%	-4%	0%	-1%	-1%
ALOX12 inh	7%	206%[activator]	?	?	0%	?	4%	2%
D2 agonist	.	-2.0	0.0	0.9	1.6	.	.	-0.2
D2 antagonist	.	-7	0	26	2	.	.	1
LDHA inh	-3	-5	-9	-1	-4	-9	-6	-2

17: O=C(NCCO)/C(=C/c1ccco1)NC(=O)c1ccco1
18: CCN(c1ccccc1)c1ncnc2c1cnn2-c1ccccc1
19: FC(F)(F)c1ccc(-n2cn[nH]c2=S)cc1
20: Cn1c(CSCc2ccccc2)nnc1SCC(=O)Nc1ccc(C(=O)O)cc1
21: CCOC(=O)c1c(Nc2ccccc2)nnc(-c2ccccc2)c1-c1ccccc1
22: CCc1nc2n(n1)C(O)c1cc([N+](=O)[O-])ccc1S2 (centres undefined)
23: CCc1c(C(=O)Nc2ccc(OC)c(Cl)c2)[nH]c(C)c1C(C)=O
24: Cc1ccc(Nc2nnc(SCC(=O)Nc3ncc(C(F)(F)F)cc3Cl)s2)cc1
compound no.	17	18	19	20	21	22	23	24
ERG-DNA inh	-2%	-5%	-4%[15.4 µM]	12%	0%	-7%	4%	6%
RGS4 inhibitor	13%	0%	-30%	11%	-10%	21%	10%	3%
Vif-A3G inh	1%	-3%	1%	0%	-3%	0%	-6%	0%
Vif-A3F inh	1%	-1%	20%	14%	9%	5%	-3%	-23%
GRP78 ERSR act	-6%	3%	-4%	-4%	-3%	-4%	-1%	0%
ALOX12 inh	?	?	3%	-7%	-17%	-9%	0%	0%
D2 agonist	.	-0.5	0.2	1.3	.	0.9	0.6	-1.1
D2 antagonist	.	-16	4	4	.	1	-16	2
LDHA inh	0	0	-5	-15	2	1	-6	0

25: C=CCOc1c(CNC2CCCC2)cc(Cl)cc1OC
26: C[C@H](CO)N1C[C@H](C)[C@@H](CN(C)S(=O)(=O)c2ccccc2)Oc2ccc(NS(=O)(=O)c3ccc(F)cc3)cc2C1=O
27: COc1ccc(CCNC(=O)c2cc3cc(F)ccc3nc2C)cc1OC
28: Cc1cccc(Nc2ncccc2C(=O)NCc2cccs2)c1C
29: Cc1nc(C)c(CC(=O)N2CCc3c([nH]c4ccccc34)C2c2ccccn2)s1 (centres undefined)
30: COc1ccc(-c2oc3ccc(-c4ccc5c(c4)OCO5)cc3c2C#CC2(O)CCCCC2)cc1
31: CCOc1ccc(C(=O)N2CCN(Cc3cc(=O)n4nc(-c5cccc(OC)c5)sc4n3)CC2)cc1
32: Cc1cccc(NC(c2ccccc2C)c2ccc3ccc(C)nc3c2O)n1 (centres undefined)
compound no.	25	26	27	28	29	30	31	32
ERG-DNA inh	2%	-7%	4%	-4%	-1%	-3%	-1%	-3%
RGS4 inhibitor	-1%	-4%	14%	15%	-12%	35%	-19%	-19%
Vif-A3G inh	4%	0%	0%	0%	0%	3%	2%	-11%
Vif-A3F inh	8%	0%	12%	-3%	-2%	6%	-8%	-11%
GRP78 ERSR act	-5%	-3%	-7%	-1%	2%	-3%	-1%	1%
ALOX12 inh	-5%	?	.	-6%	-2%	0%	2%	-1%
D2 agonist	0.5	.	.	0.3	-2.1	.	-0.1	0.5
D2 antagonist	24	.	.	12	5	.	.	.
LDHA inh	0	-5	-9	4	-6	-12	3	12

33: Cc1ccc2nc(NCc3ccccc3)[nH]c2c1
34: O=C(N[C@H]1C/C=C\C[C@@H](CC(=O)N(CCO)Cc2ccccc2)C(=O)NC[C@H](c2ccccc2)OC1=O)OCC1c2ccccc2-c2ccccc21
35: Cc1ccccc1C1C=C(c2ccc(Cl)cc2)Nc2nnnn21 (centres undefined)
36: C[C@H](CO)N1C[C@H](C)[C@@H](CN(C)S(=O)(=O)c2ccc3c(c2)OCCCO3)OCc2cn(nn2)CCCC1=O
37: N#Cc1ccc(NC(=O)c2cccs2)nc1
38: CCC(=O)N1N=C(c2ccc(C)o2)CC1c1ccc(Br)cc1 (centres undefined)
39: COC(=O)c1c(NC(C)=O)sc(C)c1C
40: CC(C)n1c(SCC(=O)Nc2ccc(F)cc2)nnc1C1CC1
41: CCc1cccc(NS(=O)(=O)c2ccc3c(c2)CCC(=O)N3)c1
42: O=C(COc1ccccc1[N+](=O)[O-])Nc1cccc(C(=O)Nc2ccccc2C(=O)O)c1
compound no.	33	34	35	36	37	38	39	40	41	42
ERG-DNA inh	-5%	-2%	-8%	.	9%	-6%	-7%	4%	4%	4%
RGS4 inhibitor	-9%[11.4 µM]	6%	-28%	.	-12%[56.9 µM]	?	10%	-31%	6%	-32%
Vif-A3G inh	?	-11%	0%	0%	-6%	1%	-1%	-1%	-5%	-1%
Vif-A3F inh	-25%	?	-5%	-8%	-3%	5%	6%	10%	-14%	1%
GRP78 ERSR act	-5%	10%	-5%	-2%	4%	0%	-6%	0%	-3%	-1%
ALOX12 inh	-1%	?	5%&-20%	4%	0%	-23%	1%	0%	0%	?
D2 agonist	0.1	.	0.5	.	-0.7	-1.1	-0.1	0.0	0.2	-0.9
D2 antagonist	-15	.	.	.	1	1	8	4	13	-6
LDHA inh	-5	-7	5&1	3	-6	1	-3	-7	0	-11

# Compound profiles, as listed above. Order of values: ERG-DNA inh	RGS4 inhibitor	Vif-A3G inh	Vif-A3F inh	GRP78 ERSR act	ALOX12 inh	D2 agonist	D2 antagonist	LDHA inh
# CC(C)n1c(SCC(=O)Nc2ccc(F)cc2)nnc1C1CC1 across the screens: 4%	-31%	-1%	10%	0%	0%	0.0	4	-7
# Cc1ccc2nc(NCc3ccccc3)[nH]c2c1 across the screens: -5%	-9%[11.4 µM]	?	-25%	-5%	-1%	0.1	-15	-5
# C[C@H](CO)N1C[C@H](C)[C@@H](CN(C)S(=O)(=O)c2ccc3c(c2)OCCCO3)OCc2cn(nn2)CCCC1=O across the screens: .	.	0%	-8%	-2%	4%	.	.	3
# Cc1ccccc1C1C=C(c2ccc(Cl)cc2)Nc2nnnn21 (centres undefined) across the screens: -8%	-28%	0%	-5%	-5%	5%&-20%	0.5	.	5&1
# O=C(N[C@H]1C/C=C\C[C@@H](CC(=O)N(CCO)Cc2ccccc2)C(=O)NC[C@H](c2ccccc2)OC1=O)OCC1c2ccccc2-c2ccccc21 across the screens: -2%	6%	-11%	?	10%	?	.	.	-7

# Source: PubChem (National Center for Advancing Translational Sciences (NCATS))
